PNC inhibitor – inhibitors of perinucleolar compartment assembly. PC3M PTB-GFP, PNC prevalence imaging, 16 h; hits give low values. activity change (PNC), negative = inhibition, % at 10 µM. 140,000 tested, 3.1% active. AID 2417;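 active = readout at or below -70, meaning at least 70% loss of cells showing the perinucleolar compartment, a nuclear body marking cancer cells; inconclusive = readout between -30 and a set limit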;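 note: plate controls were DMSO wells for no effect and camptothecin positive control wells for full effect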
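Compounds are pinned in duplicate onto adhered PC3M cells stably expressing GFP-tagged PTB and incubated 16 h at 37 C. Cells are then fixed, nuclei stained with Hoechst, and PNC-positive cells counted.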
IMPase cell inh – membrane-permeable compound that blocks inositol monophosphatase. P97697. CHO-M1 cells, IP1 accumulation, HTRF TR-FRET ratio. inhibition (IP1 accumulation), % at 46.1 µM. 120,000 tested, under 10 active; active = well fitted curve in the direction sought with a large enough effect in the signal ratio, not every such curve was filed as active; inconclusive = small, poorly fitted or top-dose-only effect, or a change in a side signal; inactive = no such curve, though single readings can be large or run the other way; the % refers to the signal ratio;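 note: cells stimulated with carbachol in lithium chloride buffer; plate controls were DMSO basal wells for no effect and reference inhibitor wells for full effect; higher means more IMPase inhibition seen as more IP1 and lower FRET ratio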
Target sequence (P97697 whole entry, looked up): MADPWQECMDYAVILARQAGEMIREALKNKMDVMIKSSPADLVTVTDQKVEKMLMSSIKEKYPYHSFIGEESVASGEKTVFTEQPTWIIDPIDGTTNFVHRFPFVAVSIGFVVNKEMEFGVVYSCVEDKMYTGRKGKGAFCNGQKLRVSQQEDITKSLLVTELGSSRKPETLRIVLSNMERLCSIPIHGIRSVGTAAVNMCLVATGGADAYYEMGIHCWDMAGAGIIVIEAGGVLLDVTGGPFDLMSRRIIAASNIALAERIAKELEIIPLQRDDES
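CHO-M1 cells (CHO stably expressing M1 receptor), compound up to 46 uM final, stimulated with carbachol (50 uM as added) in buffer with 50mM LiCl, pH 7.4, 30 min at 37C. Cytosolic IP1 read by TR-FRET; AC50 from Hill fits.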
12-hLO inh – 12-hLO (ALOX12) enzyme inhibition. 150,000 tested, 0.12% active. purified 12-hLO, xylenol orange hydroperoxide absorbance. AID 1452. Potency, µM (series often up to 57.1 µM), without a hit: at the highest dose activity change, negative = inhibition, actives largely listed as inhibitors; note: potency is the fitted concentration of half-maximal effect; nearly all actives have a fitted effect of over 55% in size; many of its hits are not listed in these tables
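Lipoxygenase turnover measured by absorbance at 573 and 405 nm after Fe-XO development. Human 12hLO 150 nM, arachidonate 40 uM, pH 7.0 Hepes buffer with detergent; 15 min compound preincubation, 30 min reaction.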
ALOX15B inhib – blocks human 15-lipoxygenase 2 activity | O15296 | purified 15hLO-2, xylenol orange hydroperoxide absorbance | Potency, µM (top dose mostly 57.1 µM), without a hit: at the top dose activity change, negative = inhibition, most hits filed as inhibitors | 110,000 tested, 0.56% active | AID 881; note: potency is the fitted concentration of half-maximal effect; nearly all actives have a fitted effect of over 60% in size; many of its hits are not listed in these tables
Target sequence (O15296 whole entry, looked up): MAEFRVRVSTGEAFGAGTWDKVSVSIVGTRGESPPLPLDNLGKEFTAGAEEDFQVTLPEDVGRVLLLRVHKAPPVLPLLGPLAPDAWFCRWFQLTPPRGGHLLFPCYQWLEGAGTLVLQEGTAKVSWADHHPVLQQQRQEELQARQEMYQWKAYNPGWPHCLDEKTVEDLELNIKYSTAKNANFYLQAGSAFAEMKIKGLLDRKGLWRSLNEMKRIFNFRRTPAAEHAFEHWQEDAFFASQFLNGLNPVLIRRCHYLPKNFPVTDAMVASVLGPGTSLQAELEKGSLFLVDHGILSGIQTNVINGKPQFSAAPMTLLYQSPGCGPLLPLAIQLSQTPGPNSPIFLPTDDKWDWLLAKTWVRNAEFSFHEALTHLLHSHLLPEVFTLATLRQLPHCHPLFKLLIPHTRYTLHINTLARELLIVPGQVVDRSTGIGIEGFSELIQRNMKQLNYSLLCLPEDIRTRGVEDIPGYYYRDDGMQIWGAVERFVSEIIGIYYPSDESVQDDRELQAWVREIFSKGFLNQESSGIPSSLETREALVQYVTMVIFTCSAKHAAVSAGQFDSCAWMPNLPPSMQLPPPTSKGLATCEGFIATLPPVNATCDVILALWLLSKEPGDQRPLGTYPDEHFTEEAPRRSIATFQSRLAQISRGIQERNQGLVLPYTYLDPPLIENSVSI
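Read-out: hydroperoxide product oxidises ferrous iron, measured as xylenol orange complex via the 573-to-405 nm absorbance ratio after 30 min. Reaction: 50 nM enzyme, 15 min compound preincubation, 45 uM arachidonic acid, 90 min RT, Hepes pH 7.5 with Triton X-100.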
Active calls of the source: *; ? = inconclusive; nt = not tested or not shown; & = joins results of further samples; [ ] = dose if it differs, or a comment. Unless noted, calls come from the whole dose curve; as a rule, active = well fitted curve in the direction sought with a large enough effect; inconclusive = small, poorly fitted or top-dose-only effect, or another doubt; inactive = no such curve, though single readings can be large; an effect the other way counts as inactive or inconclusive. Unless noted, % is set by controls: 0 for no effect and ±100 for the full control effect.

SMILES	PNC inhibitor	IMPase cell inh	12-hLO inh	ALOX15B inhib
CCCCCCCC(=O)N/N=C/c1ccc([N+](=O)[O-])o1	-24	4	-3%	nt
O=C(O)/C=C\C(=O)Nc1ccccc1C(=O)NCc1ccccc1	?	10	-5%	nt
Cc1ccoc1C(=O)NCCCNC(=O)c1occc1C	-18	2	2%	13%
O=C(CCCSc1nc2sc3c(c2c(=O)[nH]1)CCC3)NCCCO	41	0	-5%	6%
CCc1nnc(NC(=O)C2CC(=O)N(Cc3ccco3)C2)s1 (stereo not drawn)	-15	-5	0%	-3%
CCSc1nc2ccccc2n1CCOc1ccccc1	?	22	4%	nt
O=C(CSc1nnc(-c2ccccc2F)n1CCc1ccccc1)Nc1ccc2[nH]c(=O)[nH]c2c1	48	nt	1%	nt
COc1ccc(OC)c(-c2cc(C3CCN(c4cc(Cl)nc(N)n4)CC3)[nH]n2)c1	?	8	0%	49%[activator]
CC1=NN2C(=N)/C(=C\c3ccc(SCc4ccccc4)o3)C(=O)N=C2S1	21	6	-1%	?
O=C1CC(N2CCC(O)(c3ccc(Cl)cc3)CC2)C(=O)N1 (stereo not drawn)	?	10	-7%	2%
CCOC(=O)c1cn(CC(=O)Nc2cccc(Cl)c2C)nn1	1	-12	-1%	-1%
CCOc1ccccc1C1C2C(=O)N(c3ccccc3)C(=O)C2ON1c1ccccc1 (stereo not drawn)	20	10	-5%	-5%
c1ccc(Cc2nnc3sc(-c4cccs4)nn23)cc1	-26	-1	5%	-8%
O=S(=O)(Nc1cccc2c1CCCC2)c1ccc(Cl)cc1	57	nt	-9%	nt
CCOc1ccc2nc(Cl)c(/C=C/C(=O)c3ccco3)cc2c1	?	-3	-10%	-12%
CC1CCCCC1NC(=O)COC(=O)/C=C/c1ccc2c(c1)OCO2 (stereo not drawn)	-10	nt	-2%	nt
O=C(CSc1nnc(-c2ccncc2)o1)NC1C2CC3CC(C2)CC1C3 (stereo not drawn)	-1	nt	-3%	nt
CCCCCCCC(=O)N/N=C(\C)c1cccnc1	-17	7	2%	nt
OCCNc1nc(-c2cccnc2)nc2ccccc12	?	4	-5%	9%
Cc1ccccc1CN1C2=NCCN2c2ccccc21	23	0	-1%	12%
Cc1cc(F)ccc1S(=O)(=O)Nc1ccccc1C(=O)Nc1ncn[nH]1	?	3	-9%	14%
COc1ccc(C/C(N)=N/O)cc1	28	nt	3%	nt
COC(=O)c1sc(NC(=O)COc2cccc3ccccc23)nc1C	14	6	-4%	-1%
CCc1ccc(NS(=O)(=O)c2ccc3[nH]cc(C(=O)N4CCCCC4)c(=O)c3c2)cc1	?	6	?	-12%
COc1ccc(C(=O)/C=C/c2ccc(C)cc2)c(OC(=O)c2ccc([N+](=O)[O-])cc2)c1	?	-3	7%	-2%
O=C(O)CCc1nn2c3ccccc3n(CCN3CCCCC3)c2nc1=O	33	-1	2%	-1%
O=C(CSc1nnc(Cc2cccs2)n1Cc1ccco1)Nc1cccc(Cl)c1	?	13	0%	2%
CCN(CC)S(=O)(=O)c1cccc(-c2nnc(SCC(=O)NC3CCCCCC3)n2N)c1	3	2	-5%	6%
COC(=O)C12CC3CC(C1)CC(n1cnc(Cl)n1)(C3)C2	136	0	3%	nt
Cc1cc(C(C)(C)C)cc(S(=O)(=O)Nc2ccc(O)c(C(=O)O)c2)c1C	37	-6	-20%	-20%
CC(C)Cn1c(SCC(=O)NC2CCCc3ccccc32)nc(O)cc1=O (stereo not drawn)	?	8	-8%	0%
COc1ccc(NC(=O)N2CCCC(C(=O)NC(C)C)C2)cc1 (stereo not drawn)	-6	-10	-2%	nt
COc1ccccc1N(CC(=O)Nc1cc(C)on1)S(=O)(=O)c1ccc(Cl)cc1	-13	1	-3%	-5%
CCn1c(SCC(=O)c2c(N)n(C)c(=O)n(C)c2=O)nnc1-c1ccccc1	15	nt	1%	nt
O=C(NCC(c1cccnc1)N1CCN(c2ccccc2F)CC1)c1ccccc1 (stereo not drawn)	-13	15	-4%	9%
CN1CCC2(CC1)N=C(c1ccc(F)cc1)C(=S)N2C(=O)c1ccc(C(C)(C)C)cc1	20	6	-4%	nt
Cc1c([N+](=O)[O-])cc(C(=O)Oc2ccc(Br)cc2C(=S)N2CCCCC2)cc1[N+](=O)[O-]	6	-6	-6%	-10%
O=C(c1ccccc1NS(=O)(=O)c1ccc(Br)s1)N1CCOCC1	3	7	-2%	0%
CCc1sc(C(=O)Nc2cccc(C(C)=O)c2)cc1C	-17	-8	-2%	nt
CCNC(=O)CC1C(=O)N(c2ccc(F)cc2)C(=O)N1CCc1ccc(OC)cc1 (stereo not drawn)	-13	1	-5%	0%
CNC(=O)COC(=O)c1ccc(-c2nc3ccccc3s2)s1	-3	1	4%	0%
Cc1cc(NC(=O)CCC(=O)N(CC(=O)NC2CCCC2)c2ccc3c(c2)OCCO3)no1	21	-2	-1%	1%
Cc1cccc(N2C(=O)CC(N3CCN(c4cccc(C(F)(F)F)c4)CC3)C2=O)c1 (stereo not drawn)	32	-7	-5%	8%
O=c1[nH]c2ccc(S(=O)(=O)N3CCN(C4CCCCC4)CC3)cc2[nH]c1=O	3	-10	4%	-2%
S=C(NCc1ccccc1)NCc1ccc2c(c1)OCO2	?	6	-7%	nt

Three entries from above, with values ahead of the structure:
PNC inhibitor,IMPase cell inh,12-hLO inh,ALOX15B inhib,compound
-6,-10,-2%,nt,COc1ccc(NC(=O)N2CCCC(C(=O)NC(C)C)C2)cc1 (stereo not drawn)
3,-10,4%,-2%,O=c1[nH]c2ccc(S(=O)(=O)N3CCN(C4CCCCC4)CC3)cc2[nH]c1=O
15,nt,1%,nt,CCn1c(SCC(=O)c2c(N)n(C)c(=O)n(C)c2=O)nnc1-c1ccccc1

(more compounds)
SMILES	PNC inhibitor	IMPase cell inh	12-hLO inh	ALOX15B inhib
Cc1ccc(-c2nnc(N3CCCCC3)c3ccccc23)cc1S(=O)(=O)N(C)C	54	1	2%	6%
O=C(Nc1cccc(-c2cn3cccnc3n2)c1)c1ccc(Br)o1	-15	-14	-1%	-3%
O=C(NCc1ccco1)C1c2ccccc2Oc2ccccc21	-5	0	-3%	0%
CN1CCN(Cc2cccc(Oc3ccccc3)c2)CC1	?	10	16%	16%
CN(C)c1ccc(/C=N/N=C2/NC(=O)/C(=C/c3ccc([N+](=O)[O-])cc3)S2)cc1	-9	7	-3%	nt
CCCn1c(C)cc(C(=O)CSc2nc3ccccc3c(=O)n2Cc2ccco2)c1C	7	nt	-1%	nt
COc1ccc2[nH]cc(C(=O)CN3CCN(C(=O)c4ccco4)CC3)c2c1	44	-6	1%	0%
CCS(=O)(=O)c1nc2ccccc2n1CC(=O)N1CCCCC1	-4	15	-4%	nt
O=[N+]([O-])c1ccc2nc(-c3ccccc3)n(OCc3ccc(Cl)cc3)c2c1	30	8	-10%	0%
COc1ccc(/C=N/Nc2nccnc2Cl)cc1	20	-3	1%	2%
O=C(Nc1cccc(Cl)c1)c1ccc(NCCCN2CCOCC2)c([N+](=O)[O-])c1	86	8	3%	29%
CC[C@H](C(=O)c1cccs1)C(O)(C(F)(F)F)C(F)(F)F	nt	nt	0%[11.4 µM]	-3%[11.4 µM]
COc1ccccc1N(C)S(=O)(=O)c1ccc(C(=O)OCC(=O)NCCC2=CCCCC2)cc1	-24	nt	2%	nt
CCC(=O)NC(=S)Nc1ccc(NC(=O)c2ccco2)c(OC)c1	?	nt	-2%	nt
Cc1ccc(N2C(=O)/C(=C/c3ccco3)SC2=S)cc1	6	1	-12%	nt
O=C(c1ccncc1)N1CCC2(CC1)CN(c1ccccc1)C2	nt	nt	2%	3%
CCC(=O)N(Cc1cc(=O)[nH]c2ccccc12)C1CCCCC1	-8	1	-1%	1%
COc1cc2c(cc1OC)CN(S(=O)(=O)c1ccc3c(c1)OCCO3)CC2	8	3	-5%	-2%
COc1cccc(-c2csc(N3CCN(CC(=O)Nc4ccc5c(c4)OCO5)CC3)n2)c1	23	6	0%	-6%
Cc1cc(C)c(OC2(c3ccccc3)OC(=O)c3ccccc32)c(C)c1 (stereo not drawn)	3	11	-9%	12%
CN1CCN(c2ncc3nc(-c4ccccc4)c(=O)n(Cc4ccc(F)cc4)c3n2)CC1	nt	nt	-1%	16%
CSc1ccccc1-n1nnnc1SCC(=O)Nc1ccccc1C	-14	-1	-3%	-2%
COc1ccc(NC(=O)Nc2cccc(C)n2)cc1	-7	2	-3%	-1%
CCN(CC)c1ccc(/C=C/c2nc3ccccc3s2)cc1	-1	1	-10%	1%
Cc1ccc(N(CC(O)CN2CCCC2)S(=O)(=O)c2ccc(C)cc2)cc1 (stereo not drawn)	17	-9	2%	17%
COc1ccc(-n2c(SCC(N)=O)nnc2-c2ccccc2F)cc1	22	8	6%	nt
CCC(=O)N1N=C2CC(C)(C)OCC2C1c1ccccc1 (stereo not drawn)	49	14	-2%	nt
COc1cccc(C(=O)Nc2cccc(OCC(=O)O)c2)c1	-4	5	-1%	20%
O=C(CSc1nnnn1-c1ccccc1)Nc1ncc(Cc2cc(Cl)ccc2Cl)s1	6	-7	-1%	-28%
CN1CCN(c2nc(-c3ccccn3)nc3ccccc23)CC1	?	5	3%	39%[activator]

An excerpt from above in order of their number in 12-hLO inh, falling.
SMILES	PNC inhibitor	IMPase cell inh	12-hLO inh	ALOX15B inhib
O=C(O)CCc1nn2c3ccccc3n(CCN3CCCCC3)c2nc1=O	33	-1	2%	-1%
CCn1c(SCC(=O)c2c(N)n(C)c(=O)n(C)c2=O)nnc1-c1ccccc1	15	nt	1%	nt
CSc1ccccc1-n1nnnc1SCC(=O)Nc1ccccc1C	-14	-1	-3%	-2%
O=C1CC(N2CCC(O)(c3ccc(Cl)cc3)CC2)C(=O)N1 (stereo not drawn)	?	10	-7%	2%
CCOc1ccc2nc(Cl)c(/C=C/C(=O)c3ccco3)cc2c1	?	-3	-10%	-12%

New compounds follow:
SMILES	PNC inhibitor	IMPase cell inh	12-hLO inh	ALOX15B inhib
Cc1ccc(C(C(=O)NC2CCCCC2)N(Cc2ccco2)C(=O)Cn2cnc3ccccc32)cc1 (stereo not drawn)	25	?	4%	nt
O=[N+]([O-])c1cccc(-c2nnc(-c3ccc4c(c3)OCO4)o2)c1	25	nt	-2%	nt
Cc1cc(C)nc(N(C#N)CC(=O)Nc2ccccc2)n1	-18	0	-3%	-8%
CC(=O)N1CCN(C(=S)NCc2ccccc2)CC1	?	nt	-3%	nt
Cc1cnnc2c1-c1nonc1CC2	8	-2	3%	2%
O=C(Cc1ccc(-c2ccccc2)cc1)NC(c1ccccc1)c1ccccc1	-29	1	1%	nt
Cc1cc(C)c(S(=O)(=O)N(CC(=O)O)C2CCCCC2)c(C)c1	-97*	6	-5%	-9%
CC(C)CCC(O)(CCC(C)C)C(=O)NNc1ccccc1	54	nt	-7%	nt
CCCn1cnc2c(=O)oc3ccccc3c21	46	?	1%	nt
COc1ccccc1-c1nnc(NC(=O)OCC(C)C)s1	-20	-14	-4%	6%
Cc1cc(N2CCN(C)CC2)nc2ccc(NC(=O)c3ccc4c(c3)OCO4)cc12	5	6	-4%	29%
Cc1nn(CC(=O)Nc2ccc(Cl)c(S(=O)(=O)N(C)C)c2)c(C)c1[N+](=O)[O-]	44	nt	-4%	nt
CCCC1(C(=O)OC)C=C2C(=C(c3ccccc3)C(=O)C2C)CN1 (stereo not drawn)	nt	nt	2%	-15%
C=CCn1c(SCC(=O)c2cccs2)nc2sc(C)cc2c1=O	-18	-1	-6%	-7%
COCCNC(=O)[C@@]1(Cc2ccccc2)C=C[C@@H](C)N1C(C)=O	?	nt	1%&-4%	-1%
Cc1cc(S(=O)(=O)N2CCN=C2c2ccccc2)ccc1F	?	3	1%	-11%
Cc1ccc(NC(=O)COC(=O)CN2C(=O)C3CCCCC3C2=O)cc1S(=O)(=O)N1CCOCC1 (stereo not drawn)	?	nt	-1%	nt
COc1ccc2c(Cl)c(C(=O)NN)sc2c1	-6	-4	-16%	1%
O=C(OCCN1CCCCC1)c1ccc(O)cc1	-5	16	-3%	11%
CC(=O)N1CCn2c3c(c(=O)c4cc(C)ccc42)CCC31 (stereo not drawn)	6	-7	-9%	-24%
